TRb SRC2 PPI: qHTS for Inhibitors of the Interaction of Thyroid Hormone Receptor and Steroid Receptor Coregulator 2 | TRbeta-SRC2 peptide binding, fluorescence polarization; receptor liganded with 1 µM T3 | Potency, µM (titrated, usually from 106 µM), without a hit: at the highest dose activity change, negative = inhibition, hits mostly inhibitors | 280,000 compounds, 0.065% hits; active = well fitted inhibition curve with a large enough effect; inconclusive = small, poorly fitted or top-dose-only effect, or effect the other way;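 also: plate controls were bound peptide for no effect and peptide without receptor for full effect; nearly all actives have a fitted effect of over 50% in size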
Target sequence (P10828 whole entry, looked up): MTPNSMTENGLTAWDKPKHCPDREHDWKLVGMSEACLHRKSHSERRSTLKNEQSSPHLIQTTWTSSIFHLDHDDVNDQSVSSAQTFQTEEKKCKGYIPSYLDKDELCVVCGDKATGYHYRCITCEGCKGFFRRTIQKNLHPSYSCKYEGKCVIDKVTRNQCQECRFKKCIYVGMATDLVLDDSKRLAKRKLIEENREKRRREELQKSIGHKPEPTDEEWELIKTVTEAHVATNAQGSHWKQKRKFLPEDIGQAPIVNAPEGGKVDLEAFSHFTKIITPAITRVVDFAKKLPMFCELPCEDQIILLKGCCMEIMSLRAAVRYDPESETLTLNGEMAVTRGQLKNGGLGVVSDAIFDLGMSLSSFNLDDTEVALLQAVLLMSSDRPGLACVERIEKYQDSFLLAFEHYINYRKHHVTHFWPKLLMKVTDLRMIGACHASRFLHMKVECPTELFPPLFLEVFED
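Quantitative HTS by FP: 0.6 uM TRb LBD, 20 nM labeled SRC2 20-mer, 1 uM T3, 5% DMSO; 5 hr ambient incubation; % activity per concentration and potencies from concentration series.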
TexasRed fluor: Total Fluorescence Counterscreen for Inhibitors of the Interaction of Thyroid Hormone Receptor and Steroid Receptor Coregulator 2; Potency, µM (highest dose often 106 µM), inactives show at the top dose fluorescence change, negative = quenching; TRb/SRC2 Texas Red total fluorescence interference; 280,000 compounds, 0.29% hits; active = well fitted curve in either direction with a large enough effect; inconclusive = small, poorly fitted or top-dose-only effect
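Human TRβ ligand-binding domain (0.6 uM) and Texas Red SRC2 peptide (20 nM) in Tris buffer with 1 uM T3 and 5% DMSO were incubated with pinned compound for 5 hr at ambient temperature. Total fluorescence was computed as S + 2P (555/632 nm).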
* hit, by the source's call; ? = inconclusive; [ ] = remark or other dose. Unless noted, % is scaled to controls: 0 for no effect and ±100 for the full control effect; potency is read from the fitted curve at half-maximal effect. These rows are one share of the data. The share of hits here may be higher or lower than overall.

SMILES	TRb SRC2 PPI	TexasRed fluor
Cc1ccc(NC(=O)CN2C(=O)C(C)(C)c3ccccc32)cc1	-8%	4%
COc1ccc(C2=C(C)C(N3CCC(C(=O)NCc4ccco4)CC3)=NS2(=O)=O)cc1	-3%	1%
CCCc1nn2c(=O)cc(COC(=O)c3cccc(NC(=O)CCc4ccccc4)c3)nc2s1	12%	1%
CC(C)(C)OC(=O)N1CCC(c2c(C(=O)N3CCN(C(=O)c4ccco4)CC3)cnn2-c2cccc(Cl)c2)CC1	-2%	-37%
CCOc1ccc(-c2nc(C#N)c(NCCCOC)o2)cc1	1%	-8%
COc1ccccc1CN1C(=O)CN(C2CCCCCC2)C(=O)C1c1ccc(C)cc1 (centres undefined)	-8%	0%
CCOC(=O)Cc1ccc(NC(=O)NCc2cccn2Cc2ccccc2)cc1	-5%	-3%
Cc1c(C(=O)Nc2ccc(F)cc2)sc2nc[nH]c(=O)c12	-13%	?
Cc1cc(-n2c(SCc3ccccc3F)nc3[nH]ncc3c2=O)ccc1Cl	-8%	-5%
CCCCNC(=O)Cn1c(=O)cc(C)c2c(C)nn(-c3cccc(Cl)c3C)c21	2%	-29%
COc1ccccc1CCNC(=O)c1cccn1-c1nnc(N2CCCCC2)s1	-6%	-1%
CCc1ccc(-n2cnc3cc(C(=O)NCc4ccc(C)cc4)ccc32)cc1	2%	0%
CCc1nn2c(=O)cc(COC(=O)c3cccs3)nc2s1	-3%	-2%
CN1CCN(c2cc3c(nn2)Oc2ccccc2N3C)CC1	1%	0%
CC1=C(c2ccc(F)cc2)S(=O)(=O)NC1=NCc1ccccc1F	-3%	-1%
CC1=C(C(=O)Nc2cccc(F)c2)C2(CCCCC2)OC1=O	-2%	-1%
CCN(CC)c1ccc(NS(=O)(=O)c2ccc(-c3coc(C)n3)cc2)c(C)c1	-2%	-19%
Cc1ccc2nc(NC(=O)CSc3nccn3-c3ccc(Cl)cc3)sc2c1	4%	-1%
COc1cccc(NC(=O)CSc2nc(=O)n(Cc3ccccn3)c3c2CCC3)c1	-7%	0%
CCOc1cccc2sc(N(Cc3cccnc3)C(=O)c3ccco3)nc12	-2%	1%
COc1ccccc1CCNC(=O)Cc1ccc(NC(=O)N2CCSc3ncccc32)cc1	-3%	0%
CCOc1ccc(CCNC(=O)c2ccc(-c3nc(CSc4ccccc4)c(C)o3)cc2)cc1	6%	-1%
CN1C(=O)Cc2cc(S(=O)(=O)CCC(=O)Nc3cccc(C(F)(F)F)c3)ccc21	2%	-2%
Cc1ccc(-c2nn(-c3ccc(F)cc3F)c3c2cnc2c(F)cccc23)cc1	2%	-2%
COc1ccc(-c2nc3sc(CCNC(=O)C(=O)Nc4cc(F)ccc4F)c(C)n3n2)cc1	-12%	0%
Cc1cc(C)c(NC(=O)CN2C(=O)c3cccnc3Sc3ccccc32)c(C)c1	1%	-2%
CCc1ccc(NC(=O)CC2C(=O)N(c3ccc(OC)cc3)C(=O)N2Cc2ccc(OC)cc2)cc1 (centres undefined)	12%	-2%
CSc1ccc(CCNc2ncnc3onc(C)c23)cc1	-28%	?
Cc1cccc(N2CCN(C(=O)CN3C(=O)CSc4c3c(C)nn4-c3ccccc3)CC2)c1C	1%	-4%
COc1ccc(NC(=O)c2ccc3c(c2)c(C)c(C)n3Cc2ccc(F)cc2)c(OC)c1	-1%	1%
Cc1ccc(OCC(=O)OCc2cc(=O)n3nc(-c4cccs4)sc3n2)cc1	-8%	1%
CC(C)c1cnc2c(c1SCC(=O)Nc1ccc(OC(F)(F)F)cc1)c(=O)n(C)c(=O)n2C	-1%	-3%
CCN(CC)C(=O)CSc1nc2cc3c(cc2c(=O)n1Cc1ccc(C(=O)NCCc2ccc(OC)c(OC)c2)cc1)OCO3	-3%	-1%
Cc1ccccc1CN1CCC(CNC(=O)c2cc3ccc4cccnc4c3[nH]2)CC1	-4%	?
COc1cccc(CNC(=O)c2ccc3c(c2)N(C)C(=O)C2CCCCN32)c1 (centres undefined)	-3%	-6%
CCc1nnc(NC(=O)CSc2nc3c([nH]c4ccccc43)c(=O)n2-c2ccc(F)cc2)s1	7%	1%
CCOc1ccc(-c2cc3c(=O)n(CC(=O)NCc4ccc(F)cc4)ccn3n2)cc1	0%	-2%
Cc1cc2c(cc1NS(=O)(=O)c1ccc(F)cc1)n(C)c(=O)c(=O)n2C	0%	2%
Cc1ccc(-n2cnc3cc(C(=O)NCc4ccc(F)cc4)ccc32)c(C)c1	0%	-1%
Cc1ccc(CNC(=O)c2cc(C3CC3)nc3c2c(C)nn3-c2cccc(Cl)c2C)cc1	6%	-1%
CC(=O)c1ccc(NC(=O)c2cccc(NC(=O)N3CCSc4ncccc43)c2)cc1	-2%	0%
CCSC1=NC2(CCN(C(=O)NC3CCCCC3)CC2)N=C1c1ccc(C)c(C)c1	-5%	-1%
CCc1ccc(NC(=O)CSc2nc(-c3ccccc3)no2)cc1	1%	1%
CCCc1nn2c(=O)cc(COC(=O)c3cccs3)nc2s1	-4%	?
COc1cccc(-n2c(SCC(=O)c3ccccc3)nc3c([nH]c4ccccc43)c2=O)c1	10%	2%
CC1CCCN(c2csc3ccccc3c2=O)C1 (centres undefined)	6%	0%
COc1ccc(Cl)cc1C(=O)NCC(c1ccc(N(C)C)cc1)N1CCCC1 (centres undefined)	2%	1%
O=C(CSc1n[nH]c(-c2ccccc2)n1)N1CCN(c2ccc(F)cc2)CC1	0%	-1%
COc1ccccc1Cc1nc2ccccc2nc1SCC(=O)N1CCc2ccccc21	1%	0%
COc1cccc(CCNc2ncnc3c2nnn3C)c1	2%	0%

(list continues)
SMILES	TRb SRC2 PPI	TexasRed fluor
CCOc1ccc(-c2cc3c(=O)n(CC(=O)Nc4cc(F)ccc4C)ccn3n2)cc1	1%	-1%
CCOC(=O)c1cc(-c2ccccc2)n(CCC(=O)NCCc2cccc(C)c2)c1C	4%	-4%
O=C(NCc1ccccc1Cl)c1ccc(CSCc2ccccc2Cl)o1	-10%	0%
CCOC(=O)c1c(C)oc2nc(C)nc(N3CCN(c4ccccc4)CC3)c12	3%	-6%
CCCOc1ccc(C2C(=O)N(C3CCCCCC3)CC(=O)N2Cc2ccc(OC)cc2)cc1OC (centres undefined)	2%	-2%
CCOCCCn1c(SCC(=O)Nc2ccc(C)cc2)nc2ccccc2c1=O	-6%	-4%
Cc1ccccc1OCC(=O)Nc1ccc(C(=O)OCc2cc(=O)n3c(C)csc3n2)cc1	6%	0%
CCOC(=O)Cn1c(=O)n(C2CCCCC2)c2nc(-c3ccc(OC)cc3)nc(C(N)=O)c21	-3%	-6%
CCOc1ccc(CCNC(=O)c2cnc3sc(N4CCC(C)CC4)nn3c2=O)cc1	0%	0%
COc1ccc(CCN2CCC(CNC(=O)c3cnn(-c4cccc(Cl)c4)c3C3CCN(C(=O)OC(C)(C)C)CC3)CC2)cc1	-11%	-4%
CCN(CCCNC(=O)c1c(C)oc2ncn(CC(C)C)c(=O)c12)Cc1ccccc1	3%	0%
COc1ccc(NC(=O)c2cccc(N3CCCS3(=O)=O)c2)c(OC)c1	-9%	-1%
COc1ccc(NC(=O)CSC2=Nc3ccccc3N=C(c3ccc(F)cc3)C2)cc1OC	-5%	-1%
Cc1ccc(N(C)S(=O)(=O)c2ccc(-c3cnc(C4CC4)o3)cc2)cc1	2%	-1%
COc1ccc(OC)c(NC(=O)Cn2c(=O)cc(-c3ccccc3)c3c(C)nn(C)c32)c1	1%	-2%
COC(=O)c1sccc1S(=O)(=O)N(CC(=O)NCc1ccc(C)cc1)c1ccc(C)cc1	0%	0%
CCOc1ccc(NC(=O)c2ccc3[nH]c(C)c(C)c3c2)cc1	-2%	0%
Cc1ccc(-n2ncc3c(N4CCC(Cc5ccccc5)CC4)ncnc32)cc1	11%	1%
COC(=O)c1c(-c2ccc(Cl)cc2)noc1N1CCN(c2cccc(C)c2C)CC1	-5%	-2%
Cc1cc(C)cc(OCCSc2nc(-c3cccs3)nc3cc(=O)[nH]n23)c1	-2%	1%

Three entries from above, reformatted.
COC(=O)c1sccc1S(=O)(=O)N(CC(=O)NCc1ccc(C)cc1)c1ccc(C)cc1
- TRb SRC2 PPI = 0%
- TexasRed fluor = 0%
CCOc1ccc(NC(=O)c2ccc3[nH]c(C)c(C)c3c2)cc1
- TRb SRC2 PPI = -2%
- TexasRed fluor = 0%
Cc1ccc(-n2ncc3c(N4CCC(Cc5ccccc5)CC4)ncnc32)cc1
- TRb SRC2 PPI = 11%
- TexasRed fluor = 1%

More results follow:
SMILES	TRb SRC2 PPI	TexasRed fluor
COc1ccccc1C(=O)OCc1cc(=O)n2nc(C3CCCCC3)sc2n1	-4%	-4%
COc1cccc(CN2CCCN(Cc3ccc(F)cc3)S2(=O)=O)c1	2%	0%
CCCc1ccc(OC(=O)c2sc3ncn(Cc4cccc(F)c4)c(=O)c3c2C)cc1	-1%	-12%
CC1(C)OC[C@@H]2O[C@@]3(C(=O)O)OC(C)(C)O[C@H]3[C@@H]2O1	2%[201 µM]	5%[201 µM]
CC(C)Oc1ccc(CNC(=O)c2cc3cccc4c3n2CC(C)S4)cc1 (centres undefined)	3%	-2%
COc1ccc(NC(=O)CSc2ccc3nc(-c4ccccc4)cn3n2)c(OC)c1	-4%	-1%
COC(=O)c1ccc(NC(=O)CCn2cccn2)cc1	-4%	-1%
Cc1cc2nc(-c3ccc(Cl)cc3)cc(C(F)(F)F)n2n1	7%	4%
O=S(=O)(Nc1ccc(F)cc1F)c1ccc(-n2cccn2)cc1	8%	-3%
O=C(Nc1cc(Cl)cc(Cl)c1)c1ccc(F)c(S(=O)(=O)NC2CCCC2)c1	12%	-3%

Six compounds from above, ordered by molecular weight, largest number first:
SMILES	TRb SRC2 PPI	TexasRed fluor
O=C(Nc1cc(Cl)cc(Cl)c1)c1ccc(F)c(S(=O)(=O)NC2CCCC2)c1	12%	-3%
COc1ccc(NC(=O)CSc2ccc3nc(-c4ccccc4)cn3n2)c(OC)c1	-4%	-1%
COc1ccccc1C(=O)OCc1cc(=O)n2nc(C3CCCCC3)sc2n1	-4%	-4%
CC(C)Oc1ccc(CNC(=O)c2cc3cccc4c3n2CC(C)S4)cc1 (centres undefined)	3%	-2%
Cc1cc2nc(-c3ccc(Cl)cc3)cc(C(F)(F)F)n2n1	7%	4%
CC1(C)OC[C@@H]2O[C@@]3(C(=O)O)OC(C)(C)O[C@H]3[C@@H]2O1	2%[201 µM]	5%[201 µM]

Following part:
SMILES	TRb SRC2 PPI	TexasRed fluor
CC(C)(C)OC(=O)N1CCC(c2c(C(=O)Nc3ccc4c(c3)OCCO4)cnn2-c2ccc(F)cc2F)CC1	0%	1%
Cc1cccc(CSCc2ccc(C(=O)NCCc3ccccc3)o2)c1	-3%	-1%
CCOc1ccc(CNC(=O)C2Cc3ccccc3N2C(=O)CC)cc1OC (centres undefined)	1%	-1%
CCc1cnc2c(c1SCC(=O)Nc1ccc(C)cc1C)c(=O)n(C)c(=O)n2C	-4%	1%
COC(=O)c1ccc2c(=O)n(CCCCCC(=O)N3CCN(c4cccc(C)c4C)CC3)c(=O)[nH]c2c1	-2%	-6%
Nc1c(-c2nc(-c3ccncc3)no2)nnn1CC(=O)Nc1ccccc1	6%	0%
Cc1cc(C(=O)N2CCN(c3ccccc3F)CC2)c2c(C)nn(-c3ccccc3)c2n1	1%	5%
Cc1ccc(C)c(CSc2nnc3[nH]c(=O)cc(-c4ccccc4)n23)c1	0%	0%
CC1CCN(C(=O)CN2CCSc3ccc(S(=O)(=O)N(C)C)cc32)CC1	-3%	0%
CC(=O)N1c2ccccc2CC1C(=O)N1CCN(c2ccccc2F)CC1 (centres undefined)	8%	-1%
CCCCNC(=O)c1ccc2c(c1)NC(=O)C(CS(=O)(=O)Cc1cccc(C)c1)N2 (centres undefined)	-6%	0%
Cc1ccc(/C=C/c2onc(C)c2S(=O)(=O)N2CCC(C(=O)NCc3ccc(C)o3)CC2)cc1	-1%	?
Cc1ccc(NC(=O)Nc2nnc(SCC(=O)N3CCC(C)CC3)s2)cc1	-2%	-1%
COc1ccc(Cl)cc1NC(=O)c1cnc2sc(N3CCOCC3)nn2c1=O	-2%	-19%
CCOC(=O)c1[nH]c(C)c(CCC(=O)Nc2ccc(Br)c(C)c2)c1C	-2%	-1%
CC(=O)Nc1ccc(NC(=O)C2CCN(c3c(NC(C)=O)c(C)nn3-c3ccccc3)CC2)cc1	-7%	0%
Fc1ccc(CN2CCc3nc(N4CCN(c5ccccc5F)CC4)ncc3C2)c(F)c1	-2%	-2%
Cc1c(CCNC(=O)c2ccc(Br)o2)sc2nc(-c3ccc(F)cc3)nn12	-16%	0%
COc1ccc(-c2cc(C(=O)NC(C)c3ccccc3)c3cc(C(C)C)ccc3n2)cc1 (centres undefined)	-3%	-1%
CCOC(=O)c1ccc(NC(=O)Nc2c[nH]c(=O)[nH]c2=O)cc1	3%	-3%
Cc1ccc(N(C)C(=O)C2CCN(S(=O)(=O)c3ccc4c(c3)CCCN4C(=O)C3CCC3)CC2)cc1	0%	1%
Cc1ccccc1C(=O)NC1(C(F)(F)F)C(=O)Nc2c1c(=O)[nH]c(=O)n2CCc1ccccc1 (centres undefined)	-1%	-4%
COc1ccc(NC(=O)Nc2ccccc2OCc2cc(=O)n3ccccc3n2)c(OC)c1	7%	-3%
Cc1ccc(-n2ncc3c(NC4CCCCC4)ncnc32)cc1	-3%	-1%
CC(=O)c1ccc(NC(=O)CSc2c(C(C)C)cnc3c2c(=O)n(C)c(=O)n3C)cc1	5%	-1%
